ATXN2 expr inh – Primary qHTS for Inhibitors of ATXN expression; HEK-293 ATXN2-luciferase reporter, luminescence, 24 h; Potency, µM (highest dose often 57 µM), for the others: at the top dose activity change, negative = inhibition, usual class: inhibitors; 360,000 tested, 0.72% active; AID 1745845, 2022; further: potency means the concentration at half of the fitted maximal effect; on the % scale 0 is the no-effect control and ±100 the full control effect; nearly all actives have a fitted effect of over 55% in size
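qHTS (up to 57 uM final) was run with 24 h compound exposure of reporter cells at 37 °C. Each well was multiplexed: SteadyGlo luminescence measured ATXN2-luciferase expression after a fluorogenic Gly-Phe-AFC viability readout (25 uM final).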
S2 tox – Viability Counterscreen for Primary qHTS for Inhibitors of ATXN expression. S2 cells (HEK-293 line with an ATXN2-luciferase reporter) viability, CellTiter-Fluor protease fluorescence, 24 h. Potency, µM (highest dose often 56.7 µM), most hits filed as cytotoxic. 400,000 tested, 0.49% active. AID 651635, 2014; further: potency means the concentration at half of the fitted maximal effect; nearly all actives have a fitted effect of over 40% in size
A549 tox – Nrf2 qHTS screen for inhibitors: counterscreen for cytotoxicity; A549 ARE-Fluc cells, CellTiter-Fluor viability, 18-24 h; Potency, µM (top dose mostly 46 µM), for inactives: top-dose activity change, negative = cytotoxicity, usual class: inhibitors; 390,000 tested, 0.16% active; further: potency means the concentration at half of the fitted maximal effect; on the % scale 0 is the no-effect control and ±100 the full control effect
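A549 ARE-Fluc cells in 5% FBS OPTI-MEM, 5000 cells/well, rested 2 h then exposed to compounds in concentration-response for 18-24 h at 37 °C. Viability by CellTiter-Fluor fluorescence (Ex 405/Em 525) after 30 min; luciferase luminescence (BugLite, 15 min, RT) read afterwards.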
Nrf2 inh – Nrf2 qHTS screen for inhibitors. A549 ARE-Fluc reporter, luciferase luminescence, 18-24 h. 360,000 tested, 2.1% active. AID 504444, 2011. Potency, µM (series often up to 46 µM), inactives show at the top dose activity change, negative = inhibition, hits mostly inhibitors; further: potency means the concentration at half of the fitted maximal effect; on the % scale 0 is the no-effect control and ±100 the full control effect; nearly all actives have a fitted effect of over 60% in size
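Reporter: ARE-Fluc in A549. Exposure: 18-24 h, 37 °C, 5% CO2, 5% FBS OPTI-MEM. Readouts: fluorescent cytotoxicity (CellTiter-Fluor), then luminescent Nrf2 signal after BugLite.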
EPAC2 agonist – qHTS for Agonist of cAMP-regulated guanine nucleotide exchange factor 4 (EPAC2): primary screen; EPAC2 activation, biochemical qHTS; response scale: 100% = 6.5 mM cAMP response; Potency, µM (doses to about 154 µM), inactives show top-dose activation, most hits filed as activators; AID 720711, 2013; 360,000 tested, 0.079% active; Rap guanine nucleotide exchange factor 4 (Homo sapiens), Q8WZA2; further: potency means the concentration at half of the fitted maximal effect; nearly all actives have a fitted effect of over 50% in size
Target sequence (Q8WZA2 whole entry, looked up): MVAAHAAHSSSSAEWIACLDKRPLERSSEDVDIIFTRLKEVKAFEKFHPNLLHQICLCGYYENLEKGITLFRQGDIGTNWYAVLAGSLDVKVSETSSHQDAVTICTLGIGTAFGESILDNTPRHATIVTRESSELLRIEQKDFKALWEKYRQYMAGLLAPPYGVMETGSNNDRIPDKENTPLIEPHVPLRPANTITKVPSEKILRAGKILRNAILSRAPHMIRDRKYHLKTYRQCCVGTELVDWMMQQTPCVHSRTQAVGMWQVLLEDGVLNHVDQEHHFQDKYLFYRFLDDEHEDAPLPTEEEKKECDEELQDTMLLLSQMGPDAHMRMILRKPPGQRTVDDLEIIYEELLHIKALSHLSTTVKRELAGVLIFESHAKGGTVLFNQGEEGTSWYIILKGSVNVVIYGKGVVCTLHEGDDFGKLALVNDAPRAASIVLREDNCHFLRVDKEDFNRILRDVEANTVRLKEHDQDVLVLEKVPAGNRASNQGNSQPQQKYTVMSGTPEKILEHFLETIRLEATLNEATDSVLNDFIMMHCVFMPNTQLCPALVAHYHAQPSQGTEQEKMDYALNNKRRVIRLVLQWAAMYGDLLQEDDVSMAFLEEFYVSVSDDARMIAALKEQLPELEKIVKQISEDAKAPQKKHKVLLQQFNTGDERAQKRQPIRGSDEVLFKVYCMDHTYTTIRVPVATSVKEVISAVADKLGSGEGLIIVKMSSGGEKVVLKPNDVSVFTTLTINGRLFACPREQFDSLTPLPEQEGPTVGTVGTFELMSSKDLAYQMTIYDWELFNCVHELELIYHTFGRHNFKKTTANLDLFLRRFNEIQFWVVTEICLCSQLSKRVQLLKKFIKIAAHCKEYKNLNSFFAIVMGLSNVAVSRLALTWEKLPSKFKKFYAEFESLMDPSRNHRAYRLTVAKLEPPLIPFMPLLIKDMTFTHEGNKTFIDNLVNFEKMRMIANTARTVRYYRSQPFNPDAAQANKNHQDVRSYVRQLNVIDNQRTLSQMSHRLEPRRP
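Readout is BODIPY fluorescence (480 nm excitation, 540 nm emission), which falls as labeled GDP is exchanged off Rap1B. EPAC2 at 100 nM acted on 250 nM RAP1B-BODIPY-GDP with 50 uM GDP present.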
HepG2 viability – qHTS for Inhibitors of TGF-b: Cytotox Counterscreen; HepG2 CAGA-GFP viability, ATP luminescence, 18 h; Potency, µM (series often up to 46.1 µM), for the others: at the highest dose activity change, negative = cytotoxicity, hits mostly cytotoxic; 410,000 tested, 0.76% active; AID 588856, 2011; further: potency means the concentration at half of the fitted maximal effect; some results filed as inactive show a strong effect at the top dose
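HepG2 CAGA-GFP cells (1000/well, DMEM with 1% FBS) received compound, then TGF-beta at 500 pg/mL final, and were incubated 18 hours at 37 degrees C. Viability was read by CellTiter-Glo luminescence. Media-only wells were set as complete cell-killing and DMSO as no toxicity.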
Nrf2 ARE act – qHTS of Nrf2 Activators; 410,000 tested, 0.31% active; AREc32 ARE-luciferase reporter (MCF7-derived line), luminescence, 24 h; AID 624171, 2012; Potency, µM (doses to about 46.1 µM), for inactives: at the highest dose activation, most hits filed as activators; further: potency means the concentration at half of the fitted maximal effect; % of control where 0% means no effect; nearly all actives have a fitted effect of over 65% in size
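ARE activation measured as luciferase luminescence (Steady-Glo, 30 min RT) in AREc32_Fluc cells after 24 hr compound exposure at 37 deg C, 5% CO2; cells seeded overnight at 1000/well in OPTI-MEM, 5% FBS.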
TGFb SMAD3 inh – qHTS for Inhibitors of TGF-b; HepG2 CAGA-GFP TGF-b/SMAD3 reporter, GFP fluorescence, 18 h; TGF-beta stimulated, 500 pg/mL final; Potency, µM (titrated, usually from 46.1 µM), for the others: at the highest dose activity, negative = inhibition, most hits filed as inhibitors; 410,000 tested, 1.2% active; AID 588855, 2011; further: potency means the concentration at half of the fitted maximal effect; on the % scale 0 is the no-effect control and ±100 the full control effect; nearly all actives have a fitted effect of over 65% in size
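GFP signal (ex488/em500-530) from TGF-beta-stimulated HEPG2 CAGA-GFP cells, 500 pg/mL final, 18 h at 37 degrees C in DMEM plus 1% FBS, normalized to unstimulated and DMSO-stimulated controls.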
IL2 activator – qHTS of IL-2 Activators | activation, % (series mostly up to about 46 µM) | 360,000 tested, 0.065% active | IL-2 activation reporter assay, cell-based qHTS; stimulated with anti-CD3/CD4/CD28 beads; in transgenic mouse T cells | AID 652025, 2013; in the data active means activation above about 50%; inconclusive means mostly about 30% to 49%; further: 0% is about no effect
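Unstimulated transgenic mouse T cells, 750 per well, received compound and, after 60 minutes, anti-CD3/anti-CD4 bead plus anti-CD28 stimulation. EGFP and DsRed were quantified after 18 hours.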
* hit, by the source's call; i = inactive; ? = inconclusive; . = no result given; & = joins results of further samples; [ ] = another dose, or the depositor's remark. Unless noted, the call rests on the fitted dose curve; in most records, active means well fitted curve in the direction sought with a large enough effect; inconclusive means small, poorly fitted or top-dose-only effect, or another doubt; inactive means no such curve, though single readings can be large; an effect the other way counts as inactive or inconclusive.

Values run as follows: ATXN2 expr inh	S2 tox	A549 tox	Nrf2 inh	EPAC2 agonist	HepG2 viability	Nrf2 ARE act	TGFb SMAD3 inh	IL2 activator
1	Cc1cc(OCC(=O)N(Cc2ccco2)C2CCS(=O)(=O)C2)cc(C)c1Cl (stereo not drawn)
  -35%	i	3%	-4%	12%	-19%	-0.1%	-10%	0.1
2	Cc1cnc(C(=O)OCC(=O)Nc2ccc(Br)c(C)c2)cn1
  .	i	5%	-11%	4%	-5%	0.1%	17%	-0.7
3	c1ccc(-c2csc(Nc3ccc4c(c3)OCCO4)n2)cc1
  71%[activator]	i	1%	?	6%	-8%	2.9%	20%	-2.7
4	C=CCNC(=O)CSc1nnc(-c2ccccc2Cl)n1-c1c(C)n(C)n(-c2ccccc2)c1=O
  -7%	i	-6%	.	3%	-1%	-0.9%	-9%	0.8
5	COc1ccc(C2Nc3ccc(Br)cc3C(c3ccccc3)N2CC(=O)O)cc1 (stereo not drawn)
  -7%	i	3%	2%	3%	0%	-0.3%	-3%	1.1
6	O=C(NCC1CC1)Nc1cccs1
  .	i	0%	-19%	2%	6%	-0.3%	?	0.1
7	COc1ccc(OC)c(NC(=O)CN2C(=O)COc3ccc(S(=O)(=O)N4CCCC4)cc32)c1
  12%	i	-4%	-10%	6%	-7%	-0.1%	-2%	-0.6
8	O=C(NCC1CC1)c1cc2c(c(-c3cccc(-c4ccccc4F)c3)n1)[C@@H](CCO)N(C(=O)CC1CC1)C2
  ?	?	.	.	2%	.	0.7%	.	0.2
9	O=C(O)/C=C/C(=O)Nc1nccs1
  12%	i	1%	28%	7%	-39%	0.2%	-1%	0.8
10	CNC(=S)NNC(=O)c1cccn(Cc2ccccc2)c1=O
  -1%	i	1%	-1%	-5%	-2%	-0.6%	1%	-0.2
11	CCc1nc2ccc(C(=O)NCc3ccccc3OC)cn2c1N(CC)Cc1cccc(Br)c1
  0%	?	.	.	7%	-19%	-1.2%	?	-0.7
12	Cc1ccc(S(=O)(=O)N2CCOCC2)cc1NC(=O)COC(=O)CNC(=O)c1ccc(Cl)cc1Cl
  -1%	i	-1%	-3%	10%	-4%	-0.1%	-6%	-1.7
13	CCOc1nc(NCCO)nc(Nc2ccc([N+](=O)[O-])cc2)n1
  4%	i	0%	8%	-6%	3%	5.6%	0%	0.6
14	CCCCn1c(SCC(=O)N2CCCC2)nc2c1c(=O)n(C)c(=O)n2C
  9%	i	1%	.	3%	4%	0.3%	13%	-2.9
15	CCn1c(COc2ccc(C)cc2)nnc1SCC(=O)Nc1ccc(S(N)(=O)=O)cc1
  4%	i	-3%	.	-10%	7%	-0.1%	0%	-1.6
16	COC(=O)c1ccc(-c2ccc(Cl)cc2)nc1C
  87%[activator]	i	12%	?	3%	-13%	2.8%	2%	-0.2
17	CN1C(N)=NC(=O)/C1=C/c1ccccc1F
  -17%[11.3 µM]	i	5%	0%	-3%	3%	3.5%	-26%	-0.3
18	COc1ccc(C)cc1NC(=O)c1cc2c(CO)cnc(C)c2oc1=N
  2%	i	-1%	-8%	-1%	-29%	-0.4%	-16%	-0.4
19	O=C(CCc1ccccc1)NNC(=S)NCc1ccc(Cl)cc1
  0%	i	8%	-3%	8%	-12%	0.4%	-2%	-3.4
20	COC(=O)c1c(-c2ccccc2Cl)noc1/C=C/N(C)C
  .	i	-2%	-5%	23%	-30%	-0.6%	24%	0.0
21	CCOc1ccc(N(CC(=O)NCc2ccco2)S(C)(=O)=O)cc1
  24%	i	0%	?	-2%	9%	-0.4%	0%	-0.3
22	O=C(Cn1cnnn1)Nc1cccc(S(=O)(=O)N2CCCCC2)c1
  -13%	i	-7%	-10%	11%	-1%	-0.7%	1%	-0.6
23	CCOC(=O)c1c(C)oc2c1c(C=NCc1ccccn1)c(O)c1ccccc12
  ?	?	?	?	0%	-6%	0.8%	?	2.1
24	COc1ccc2c(c1)c(C(=O)CN1CCc3ccccc3C1)c(C)n2C
  .	i	0%	12%	13%	-31%	0.7%	-8%	-0.6
25	COc1ccccc1NC(=O)C(C)OC(=O)CCNS(=O)(=O)c1cccc(C(F)(F)F)c1 (stereo not drawn)
  -6%	i	3%	8%	3%	-2%	-0.7%	7%	1.6
26	CCCCC(CC)C(=O)Nc1ccc(C#N)cc1 (stereo not drawn)
  -6%	i	-4%	?	5%	-29%	0.3%	46%[activator]	-0.3
27	COc1ccc(NC(=O)CN(C)C(=O)CSCC(=O)Nc2ccc(C)cc2)cc1
  5%	i	4%	11%	6%	3%	2.6%	-10%	0.8
28	CCN(CC)CCOC(=O)c1ccc(N/C=C(/C#N)c2nc(-c3cc4ccccc4oc3=O)cs2)cc1
  1%	i	-2%	10%	-1%	-18%	0.0%	0%	-2.8
29	O=C(N/N=C/c1ccccc1)c1sccc1OCc1ccc(F)cc1
  12%	i	1%	-19%	17%	-20%	3.3%	11%	-0.6
30	CCCNC1CCS(=O)(=O)C1 (stereo not drawn)
  1%	i	-8%	-6%	5%	-6%	0.2%	-1%	2.3
31	O=c1c2cnn(-c3ccc(F)cc3)c2ncn1Cc1ccccc1
  -17%	i	-9%	-14%	8%	1%	1.3%	-6%	-0.1
32	C=CCNC(=O)C(=O)N/N=C/c1cccc(Br)c1
  5%	i	-3%	10%	1%	1%	0.0%[9.22 µM]	0%	-2.4
33	NC(=O)c1ccccc1OCC(=O)Nc1ccc(Cl)c(Cl)c1
  .	i	-4%	193%	-8%	-26%	3.3%	-25%	-0.6
34	CSc1ccccc1NC(=O)Nc1cccc2ccccc12
  0%	?	2%	16%	2%	-2%	3.1%	-1%	-1.6
35	CCOC(=O)c1ccc(NC(=O)CCCn2c(=O)c3cccn3c3cccnc32)cc1
  .	.	7%	?	.	-32%	-1.1%	-20%	.
36	COc1ccc(-c2csc(COC(=O)C(C)(C)C)n2)cc1
  5%	i	6%	?	8%	5%	0.6%	6%	0.6
37	CCN1CCN(c2ccc(N3CCN(S(=O)(=O)c4cccc([N+](=O)[O-])c4)CC3)nn2)CC1
  .	i	.	.	7%	-17%	-0.2%	-6%	1.3
38	Nc1nc(NCCCN2CCOCC2)nc(Nc2cccc(F)c2)c1[N+](=O)[O-]
  ?	?	-2%	?	-3%	-29%	23%	?	-1.0
39	O=C(COCc1cc(-c2cccs2)on1)Nc1cccc(Cl)c1Cl
  .	.	14%	?	.	-10%	?	14%	.
40	O=C(CC1COc2ccccc2O1)Nc1ccccn1 (stereo not drawn)
  5%	i	-4%	6%	4%	1%	1.9%	-5%	1.2
41	O=C(C1CCCCC1)N1CCN(C(=O)C2CCCCC2)CC1
  -2%	i	7%	-12%	4%	3%	0.1%	4%	-1.0
42	Cc1cc(OC(=O)c2cccc(C(F)(F)F)c2)c([N+](=O)[O-])c(=O)[nH]1
  -1%	i	-1%	-17%	13%	17%	-0.6%	-4%	-3.0
43	COc1ccc(NC(=O)CN(Cc2ccccc2)S(=O)(=O)c2ccc3nc(C)sc3c2)cc1
  -10%	i	8%	28%	.	-25%	2.1%	-25%	.
44	COc1cccc(C2=CC(=O)C[C@H](c3ccc4c(c3)OCO4)C2)c1OC
  50%[activator]	i	-4%	?	13%	-2%	6.0%	-19%	-0.1
45	CC(C)(C)C(=O)Cn1ncc(N2CCCC2)c(Br)c1=O
  32%[activator]	i	-1%	.	0%	2%	16%	6%	-1.8
46	CC(/C=N/NC(=O)c1cc(-c2cccs2)[nH]n1)=C\c1ccccc1
  -6%	i	-3%	-3%	4%	-46%	-0.1%	-30%	-0.4
47	Cc1ccccc1NC(=O)Cn1cc(S(=O)(=O)N2CCCC2)c(S(=O)(=O)N2CCCC2)c1
  10%	i	5%	?	.	14%	-0.9%	1%	.
48	CCn1c(SCc2c(Cl)cccc2Cl)nnc1-c1nn(-c2ccccc2)ccc1=O
  -6%	i	-5%	.	-10%	-11%	0.2%	-6%	0.5
49	Cc1nnc2n1N=C(c1ccccc1)CS2
  0%	i	-3%	-14%	0%	9%	2.1%	3%	-1.9
50	Cc1ccccc1NC(=O)Cc1nc(COC(=O)c2ncc(Cl)c(Cl)c2Cl)cs1
  -12%	i	0%	-7%	-3%	-13%	?	-8%	-4.9

More records follow.
Values run as follows: ATXN2 expr inh	S2 tox	A549 tox	Nrf2 inh	EPAC2 agonist	HepG2 viability	Nrf2 ARE act	TGFb SMAD3 inh	IL2 activator
51	CCOC(=O)C1=C(O)C(=O)N(Cc2ccccc2)C1
  -3%&-15%	i	-1%	2%	7%	2%	-0.1%	-11%	-1.6
52	Cc1nnc(NC(=O)Cc2ccc(OCc3c(C)noc3C)cc2)s1
  5%	i	3%	?	6%	-1%	2.2%	7%	-2.8
53	Cc1ccccc1CNC(=O)c1ccccc1
  8%	i	-5%	-22%	8%	-1%	0.2%	1%	0.0
54	CCOC(=O)CNC(=O)CSc1nc(NCc2ccccc2)nc(N(C)C)n1
  -5%	i	-2%	.	0%	2%	1.0%	0%	-0.2
55	O=C(N/N=C/c1oc(O)c2ccccc12)c1ccccc1O
  .	i	12%	4%	18%	-4%	0.0%	4%	0.9
56	Cc1ccc(N/N=C2\COC(C)(C)CC2=O)cc1
  3%	i	3%	7%	9%	0%	1.7%	-18%	-4.2
